HEK293 NOD2/NF-kB: NOD2 signaling inhibitors, cell-based, luminescence, uHTS, HEK293 (AID 1566) | inhibition, % at 4 µM, or EC50 in µM where a hit was titrated | HEK293 NOD2/NF-kB luciferase reporter, luminescence; higher % means a stronger effect | 290,000 tested, 0.63% active; in the data active means inhibition above about 50%; further: many of its hits are not listed in these tables
MT stabilizer: microtubule stabilization, imaging screen | HeLa tubulin immunostaining HCS, 24 h; share of cells brighter than vehicle mean+2SD | % tubulin-high responders, % at 10 µM | 200,000 tested, 0.83% active | AID 2205;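 active means plate Z-score above 3 for both tubulin-high and condensed-nucleus cell shares, with cell loss under 80%, at 10 µM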;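 further: anti alpha tubulin signal scored within the nucleus-defined area of each cell; some results filed as inactive read as strong as hits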
Yfh1-off respiration: enhancers of respiration in Yfh1-depleted yeast, dose response, Friedreich's ataxia, plus single-dose screen (AID 1465) | S. cerevisiae Yfh1-off respiration, WST-1 reduction, 72 h; higher fold induction means a stronger effect | fold induction at 50 µM; hits with a dose series show EC50 in µM | 220,000 tested, 0.074% active;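 active means fold induction of absorbance versus untreated yeast above a set limit, then at least 30% activation at any dose in follow-up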;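 further: activators that raise dye reduction in frataxin-depleted yeast; strong numbers were not always called active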
b-catenin transl: modulators of beta-catenin nuclear translocation | AID 1665 | nuclear translocation activity, % at 5 µM | 190,000 tested, 0.3% active | HeLa beta-catenin nuclear translocation, immunofluorescence imaging;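 active means nuclear translocation activity above 50% at 5 µM, with a well cell count of 50 or more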;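 further: per-cell ratio of nuclear to cytoplasmic median beta-catenin stain intensity; plate controls were DMSO negative control for no effect and GSK-3 inhibitor IX positive control for full effect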
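Test system: human HeLa cell line; Doses: 5 µM primary, 0.02–20 µM confirmation; Incubation: 24 h compound exposure, 37°C; Detection: beta-catenin immunofluorescence imaging with DAPI; Read-out: beta-catenin nuclear/cytoplasmic ratio, % activation.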
Hep lipid drop: modulators of hepatic lipid droplet formation. AML12 mouse hepatocytes, oleate lipid droplets, BODIPY imaging. inhibition, % at 6.5 µM. 240,000 tested, 0.4% active. AID 1656;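 active means lipid droplet intensity inhibited by at least 50%, with more than 500 cells counted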
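Assay system: AML12 mouse liver cells | Compound: 6.5 µM single-point dosing | Schedule: Overnight exposure | Technique: Fluorescence imaging, 20x objective, two fields per well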
Dynein cargo inh: blocks dynein driven cargo transport along microtubules; 220,000 tested, 0.47% active; z-score, hits read low; 3617.4 mouse cells, GR-EGFP nuclear translocation imaging; test concentration mostly 20 µM; stimulated with dexamethasone, 1 µM; hits give low values;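 active means plate z-score of nuclear minus cytoplasmic receptor signal below a set negative limit, without overly bright fluorescence or cell loss, cut at about -3.5 in these data, passing the limit was not always enough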;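 further: z-score of nuclear minus cytoplasmic ring GR-EGFP intensity difference per well; some compounds called inactive have numbers as strong as hits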
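Medium: Induction medium lacking tetracycline, stripped serum | Probe or stimulus: 1.0 µM final dexamethasone stimulus | Schedule: 48 h induction, then 1 h compound, then 30 min agonist, 37 °C | Signal: Automated 10x imaging of fixed Hoechst-stained cells | Evaluation: Per-cell GR-EGFP intensity, nucleus versus surrounding cytoplasmic ring, well-averaged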
Autophagy HCS: alters autophagy in cells. 190,000 tested, 0.98% active. calls only at 10 µM (by protocol). MEF GFP-LC3 puncta imaging; test concentration mostly 10 µM. AID 463193;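 active means percentage of spot-positive cells more than 3 SD above its plate mean, without a fluorescence outlier flag or 80% toxicity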;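 further: spot-positive cell cutoff set from DMSO-treated cells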
WT yeast gro inh: growth inhibition of WT yeast, mitochondrial fusion screen; mitochondrial fusion phenotypic screen, WT strain; inhibition, % at 10 µM; 190,000 tested, 2.1% active; AID 1362; in the data active means inhibition above about 58%; tested in S. cerevisiae
Insulin prom up: MIN6 insulin promoter up-regulation; MIN6 insulin promoter-GFP reporter, high-content imaging; hits give high values; z-score at 5 µM; 190,000 tested, 0.3% active; AID 1625;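 active means z-score above 3 at 5 µM with at least 500 cells counted in the well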
WT yeast gro inh mutant strain: further read-out of WT yeast gro inh, marked with its call; inhibition, %; mitochondrial fusion phenotypic screen, mutant strain inhibition
Dynein cargo inh cytoplasmic EGFP: recorded beside Dynein cargo inh, whose call it bears; z-score; measured here: cytoplasmic GR-EGFP intensity; hits give high values
Dynein cargo inh nuclear GR-EGFP: second read-out of Dynein cargo inh, no call of its own (marks repeat the call); z-score; measured here: nuclear GR-EGFP intensity;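 lower value marks the stronger effect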
Dynein cargo inh cell count: second read-out of Dynein cargo inh, no call of its own (marks repeat the call); z-score; measured here: cell count per field
Insulin prom up cell count: further read-out of Insulin prom up, marked with its call; cell count; measured here: cytotoxicity, nuclei count;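 total cells summed across four imaged fields per well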
Hep lipid drop cells 6.5 µM: further read-out of Hep lipid drop, marked with its call; cell count; measured here: cell count, cytotoxicity flag;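 cells counted across two imaged fields per well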
b-catenin transl cell count 5 µM: second read-out of b-catenin transl, no call of its own (marks repeat the call); cell count; measured here: cell count, cytotoxicity flag
MT stabilizer Hoechst-high %: second read-out of MT stabilizer, no call of its own (marks repeat the call); % Hoechst-high responders; measured here: nuclear condensation Hoechst responders;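 share of cells brighter than vehicle mean plus two SD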
MT stabilizer cytotoxicity %: also measured in MT stabilizer; calls as there; toxicity, %; measured here: cytotoxicity by cell density;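 0% = mean cell density of plate MIN control wells and 100% = no cells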
Autophagy HCS cell loss 18 h: also measured in Autophagy HCS; calls as there; toxicity, %; measured here: cell loss, nuclei count;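 cell loss after 18 h compound exposure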
* = called active by the depositor; i = inactive; . = not tested or not shown. Not all compounds are listed, so the mix of outcomes need not match the whole.

structure	HEK293 NOD2/NF-kB	MT stabilizer	MT stabilizer Hoechst-high %	MT stabilizer cytotoxicity %	Yfh1-off respiration	b-catenin transl	b-catenin transl cell count 5 µM	Hep lipid drop	Hep lipid drop cells 6.5 µM	Dynein cargo inh	Dynein cargo inh cytoplasmic EGFP	Dynein cargo inh nuclear GR-EGFP	Dynein cargo inh cell count	Autophagy HCS	Autophagy HCS cell loss 18 h	WT yeast gro inh	WT yeast gro inh mutant strain	Insulin prom up	Insulin prom up cell count
COc1ccc(NC(=S)N(CCCN2CCOCC2)C(C)c2cc3cccc(OC)c3o2)cc1 (stereo not drawn)	11%	2.9	2.2	7.4	i	-2.1	956	8	793	-1	-0.32	-0.46	0.76	i	-2	-1	-12	.	.
Cc1ccsc1C(=O)OCc1csc(-c2ccccc2)n1	-40%	2.8	2.3	13	i	-7.3	1248	-14	733	0.47	-0.11	0.76	-1.1	i	-15	67*	52*	.	.
COc1ccc(NC2c3ccccc3C(=O)N2Cc2ccccc2Cl)cc1OC (stereo not drawn)	8%	.	.	.	i	1.0	1291	21	686	-1.2	-0.27	-0.2	1.4	.	.	.	.	0.41	1061
Nc1nc2ccccc2n1C(=O)c1ccco1	-31%	10.0	1.3	1.9	i	-1.5	893	-20	652	1.3	-0.028	1.1	-1.4	i	-2	18	14	.	.
O=C(NCc1cccs1)c1csc2ccccc12	-9%	2.7	3.1	10	i	-1.3	1110	-18	635	-0.43	-0.24	0.055	0.24	i	-8	9	3	-0.8	1882
CC(C)c1nnc(SCc2ccc(CSc3nnc(C(C)C)n3N)cc2)n1N	-1%	1.9	1.4	9.9	i	-7.6	1232	7	789	0.41	-0.055	0.6	0.0061	i	3	2	-15	-0.31	1255
Cc1ccc(C(=O)COC(=O)c2n[nH]c(=O)c3ccccc23)cc1	0%	1.7	1.2	6.7	i	-3.7	1168	4	717	0.76	-0.27	0.62	0.15	i	2	0	6	-0.17	848
Cc1c(NC(=O)C(CC(=O)O)NCc2ccco2)c(=O)n(-c2ccccc2)n1C (stereo not drawn)	6%	2.3	1.6	8.6	i	-0.6	1210	-3	686	-0.7	-0.23	-0.35	2	i	-5	4	-2	-0.18	1325
COc1ccc(N2C(=O)CC(Sc3nc4ccccc4s3)C2=O)cc1OC (stereo not drawn)	1%	3.2	1.3	5.2	i	1.4	1032	-18	692	-0.31	-0.3	-0.31	1.2	i	1	-1	5	.	.
COc1ccccc1/C=C(/C#N)C(=O)O	-19%	.	.	.	i	-3.1	1174	35	675	0.55	-0.2	0.5	-0.17	.	.	.	.	0.15	1410
COc1ccc(CCNc2oc(-c3ccccc3OC)nc2C#N)cc1OC	13%	8.8	2.3	1.5	i	-3.1	1085	4	670	0.35	-0.14	0.32	0.32	i	10	19	0	-0.37	2029
O=S(=O)(c1ccc(Cl)c2ccccc12)N1CCCC1	12%	1.4	1.7	7.1	i	-0.1	1490	-3	632	-0.77	-0.21	-0.46	-0.47	i	7	-6	-16	0.68	1595
O=C(Nc1cc(S(=O)(=O)N2CCCCC2)ccc1N1CCOCC1)c1cc(=O)[nH]c2ccccc12	5%	.	.	.	i	-0.3	1264	7	659	-0.47	-0.25	0.56	0.13	.	.	.	.	0.29	935
COCCCN(C(C)=O)c1nc(-c2ccccc2)cs1	-35%	2.7	1.2	4.9	i	.	.	0	710	-0.7	-0.082	0.18	2.1	i	-2	2	-6	0.77	1225
N#Cc1ccc(CSc2nnc(Nc3ccccc3)s2)cc1	-1%	1.6	1.7	9.7	i	2.4	1133	.	.	3.4	-0.0031	1.8	-1.7	i	1	9	-8	-0.66	1090
O=C(CCNC(=O)Cn1ccc2ccccc2c1=O)NCCN1CCc2ccccc2C1	-5%	2.8	1.6	23	i	.	.	6	701	0.14	-0.22	0.33	-0.14	i	2	-10	-9	0.4	1188
Cc1cccc(COCC(Cc2ccccc2)N2CCN(C(=O)c3cc(Cl)cc(Cl)c3)CCC2=O)c1 (stereo not drawn)	0%	2.1	2.5	11	i	.	.	-12	649	1.3	-0.1	0.94	-1.6	i	8	55	19	-0.34	1134
COc1ccc(CCNc2oc(COc3ccccc3F)nc2C#N)cc1OC	9%	2.3	3.3	8.0	i	-5.2	994	.	.	0.082	-0.18	0.38	-0.68	i	15	4	18	.	.
CC1=NN(/C(=N\c2nnc(C)s2)Nc2ccc(C)cc2)[C@H](c2ccc(C)cc2)S1	1%	3.7	3.0	2.6	i	1.6	505	-6	722	0.63	-0.27	0.33	0.66	i	-4	26	8	.	.
CCOc1cc(/C=N/NC(N)=O)cc(Br)c1OCC(=O)Nc1cccc2ccccc12	9%	1.2	1.5	9.2	i	.	.	8	799	-0.025	0.22	0.41	-0.2	i	-5	4	-5	.	.
Nc1c(C(=O)NCCc2ccccc2)nnn1Cc1ccc(Br)cc1F	8%	2.7	2.5	7.9	i	0.9	1118	9	693	0.39	-0.25	-0.048	0.4	i	3	-4	7	-1.1	1223
C/C(=N\NC(=O)c1ccc(OC2OCCOC2Oc2ccc(C(=O)N/N=C(\C)c3ccncc3)cc2)cc1)c1ccncc1 (stereo not drawn)	-2%	.	.	.	i	0.1	1271	0	688	-0.9	-0.3	-0.66	0.74	.	.	.	.	0.93	1366
O=c1cc(CNc2cc(C(F)(F)F)cc(C(F)(F)F)c2)nc2sccn12	-60%	9.6	9.0	6.0	i	0.4	924	-14	595	0.27	-0.16	1	-1.1	i	-19	33	8	.	.
Cc1nnc2sc(SCc3ccc(Cl)cc3)nn2c1=O	-23%	2.5	2.7	4.8	i	-0.1	1084	20	702	0.091	-0.22	-0.052	-0.4	i	-10	-62	-24	-0.4	1398
CCCCOCC(O)CCc1n[nH]c(=S)n1-c1ccccc1 (stereo not drawn)	4%	1.6	2.0	6.8	i	2.0	981	10	706	-0.78	-0.36	-0.26	1.2	i	0	-7	9	-0.68	1441

Next part.
structure	HEK293 NOD2/NF-kB	MT stabilizer	MT stabilizer Hoechst-high %	MT stabilizer cytotoxicity %	Yfh1-off respiration	b-catenin transl	b-catenin transl cell count 5 µM	Hep lipid drop	Hep lipid drop cells 6.5 µM	Dynein cargo inh	Dynein cargo inh cytoplasmic EGFP	Dynein cargo inh nuclear GR-EGFP	Dynein cargo inh cell count	Autophagy HCS	Autophagy HCS cell loss 18 h	WT yeast gro inh	WT yeast gro inh mutant strain	Insulin prom up	Insulin prom up cell count
COCCCNC(=O)c1ccc(Cn2c(=O)c3ccccc3n(Cc3ccccc3C#N)c2=O)cc1	-7%	1.1	1.6	20	i	.	.	8	770	0.18	-0.13	-0.056	0.14	i	-1	-11	-1	0.61	827
Cc1nn2c(-c3ccc(Cl)cc3Cl)nnc2s1	9%	2.1	1.4	8.4	i	-1.0	1377	.	.	-1	-0.24	-0.43	2.3	i	15	-21	-8	0.03	1432
COC(=O)c1ccc(CSc2nnc(-c3c[nH]c4ccccc34)n2-c2ccccc2)cc1	-17%	5.1	2.0	13	i	0.7	1050	-5	656	0.15	-0.29	0.16	0.37	i	-13	19	5	0.49	1169
O=C(NCCCn1ccnc1)c1ccco1	-3%	4.1	1.9	4.8	i	.	.	3	781	-0.099	-0.16	0.28	1.4	i	-2	-14	-1	.	.
COc1cc(/C=N\NC(=O)CC(=O)NCCc2ccccc2)ccc1O	16%	1.3	1.6	1.5	i	-2.0	1112	20	722	-0.82	-0.29	-0.59	0.79	i	1	10	0	0.64	1372
COc1cc(C(=O)Nc2c(C)cc(C)cc2C)c(Br)c(OC)c1OC	7%	4.6	1.4	11	i	-1.2	1124	20	694	-0.88	-0.39	-0.67	1.4	i	2	8	10	-0.94	1230
Cn1ccc(O)c(C#N)c1=O	-14%	1.0	0.9	5.3	i	0.9	993	-6	747	-0.41	-0.28	-0.11	1.3	i	12	5	-7	0.21	1366
O=C(CCCSc1nc2ccccc2[nH]1)N1CCN(c2ccc([N+](=O)[O-])cc2)CC1	8%	2.8	1.4	11	i	-0.6	1220	-34	716	-0.35	-0.21	0.41	1.8	i	3	-14	0	-0.39	875
Cc1cc(C(=O)N2CCc3ccccc32)c2ccccc2n1	-1%	3.3	2.1	7.7	i	-2.9	832	.	.	0.69	-0.43	0.19	0.31	i	-2	-1	10	0.41	1116
CCOC(=O)CSC1=N/C(=C\c2cccnc2)C(=O)N1c1ccc(OC)cc1	13%	3.2	4.2	6.8	i	0.3	1108	-16	558	-0.86	-0.31	-0.57	1.2	i	-18	-22	-6	0.14	1492
CCN1C(=O)N(S(=O)(=O)c2ccc(C)cc2)[C@@H](c2ccccc2)C(C(=O)OC)=C1C	9%	.	.	.	i	-0.4	1169	.	.	-0.28	-0.84	0.016	0.25	.	.	.	.	-0.53	912
CN(C)N=Nc1nc2c([nH]1)c(=O)n(C)c(=O)n2C	14%	.	.	.	i	1.2	1327	10	721	-0.55	-0.23	-0.36	1.2	.	.	.	.	0.18	1104
Cc1oc2c(cc(NS(=O)(=O)c3cccs3)c3ccccc32)c1C(=O)OC(C)C	9%	3.3	2.3	9.5	.	2.1	1079	68*	649*	0.51	-0.21	0.2	0.22	i	5	55	8	.	.
O=C(CSCc1ccc(Cl)cc1)NCc1ccccn1	-2%	1.9	3.0	1.9	i	0.1	957	-7	638	-0.81	-0.29	-0.54	0.68	i	10	1	9	0.5	1263
Nc1cc(=O)[nH]c(SCc2nnc(-c3ccccc3)o2)n1	4%	3.3	2.6	6.2	i	0.5	1118	.	.	-1.2	-0.31	-0.31	1.6	i	5	-27	16	0.54	1263

Screening results from PubChem BioAssay.
